Source: PubChem (National Center for Advancing Translational Sciences (NCATS))
AMA1 RON2 block: disrupts binding of P. falciparum AMA1 to RON2; AlphaScreen AMA1-biotinylated RON2 peptide binding; Potency, µM (titrated, usually from 58.2 µM), for inactives: at the highest dose activity change, negative = inhibition, usual class: inhibitors; 0.2% of 360,000 active; AID 720542;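 also: potency is read from the fitted curve at half-maximal effect; 0% = vehicle wells and -100% = peptide control; nearly all actives have a fitted effect of over 45% in size; some results filed as inactive show a strong effect at the top dose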
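AMA1 (3D7) with his tag at 25 nM final met compounds first, then biotinylated RON2 peptide at 25 nM; detection used donor plus acceptor beads, 10 µg/mL apiece, read by AlphaScreen after 30 min at room temperature.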
AmpC inh detg: AmpC beta-lactamase inhibition with detergent present; Potency, µM (doses to about 114 µM), without a hit: at the top dose activity change, negative = inhibition, actives largely listed as inhibitors; 0.041% of 370,000 active; AmpC hydrolysis of nitrocefin, absorbance 480 nm, 0.01% Triton; P00811;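 also: potency is read from the fitted curve at half-maximal effect; 0% = no-compound wells and -100% = no-enzyme wells; nearly all actives have a fitted effect of over 25% in size; some results filed as inactive show a strong effect at the top dose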
Target sequence (P00811 whole entry, looked up): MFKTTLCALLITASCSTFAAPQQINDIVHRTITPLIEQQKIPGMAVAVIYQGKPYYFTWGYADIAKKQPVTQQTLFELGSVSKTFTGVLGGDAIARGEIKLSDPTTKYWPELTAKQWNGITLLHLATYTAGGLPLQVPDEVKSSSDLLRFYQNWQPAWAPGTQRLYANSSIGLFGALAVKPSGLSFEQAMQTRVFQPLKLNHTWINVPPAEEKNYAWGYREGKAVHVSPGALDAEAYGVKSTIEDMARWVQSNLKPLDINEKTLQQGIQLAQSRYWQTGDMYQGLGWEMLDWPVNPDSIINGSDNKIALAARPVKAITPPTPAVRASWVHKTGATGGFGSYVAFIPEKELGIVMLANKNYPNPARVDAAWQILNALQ
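AmpC (5.3 nM in the dispensed reagent) in 20 mM phosphate pH 7.0 with 0.01% (detergent screen) or 0.0001% Triton X-100 was preincubated with compounds for 15 min at room temperature. Nitrocefin was then added from an 800 uM solution, and hydrolysis was followed at 480 nm.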
Sm TGR block: S. mansoni TGR enzyme inhibition | purified TGR, DTNB reduction, TNB absorbance 405 nm | Potency, µM (series often up to 114 µM), for the others: top-dose activity change, negative = inhibition, hits mostly inhibitors | 3% of 360,000 active | AID 485364; also: potency is read from the fitted curve at half-maximal effect; nearly all actives have a fitted effect of over 60% in size
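TGR 20 nM + NADPH 100 uM (dispensed conc.), cpd preinc 15 min RT; start with NADPH (500 uM addition) then DTNB (15 mM addition). Kinetic TNB absorbance, 405 nm filter. Four-parameter Hill fit across titration.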
HCMV antiviral: inhibitors of human cytomegalovirus | HFF cells, HCMV-luciferase reporter, 72 h; active compounds read low | activity change, negative = inhibition, % at 57.5 µM | 4.5% of 410,000 active; in the data active = activity change below about -60%; inconclusive = no clear call, values can overlap the other calls; inactive = above about -39%
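HFF cells seeded 16 h at 37C, treated with compounds, infected with luciferase-reporter HCMV at MOI 1 PFU/cell; luciferase read at 72 h post infection, normalized to buffer-only and Salinomycin controls.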
HCV inh: blocks hepatitis C virus; Huh7.5.1 HCVcc-Cre infection, luciferase reporter, 44 h; Potency, µM (doses to about 41.8 µM), for the others: top-dose activity change, negative = inhibition, hits mostly inhibitors; 3.4% of 340,000 active; AID 651820; also: potency is read from the fitted curve at half-maximal effect
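Infectious HCVcc-Cre (~0.5 moi) was added to cells just after compound, with cells seeded 4 h earlier at 1,000 per well. Luciferase activity after 44 h culture reported infection; substrate was incubated 15 min at room temperature before reading.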
Giardia FBPA inh: inhibitors of Giardia lamblia fructose-1,6-bisphosphate aldolase; A8B2U2; purified Giardia FBPA; Potency, µM (titrated, usually from 59.6 µM), for the others: at the top dose activity, negative = inhibition, most hits filed as inhibitors; 0.71% of 290,000 active; AID 2451; also: potency is read from the fitted curve at half-maximal effect; nearly all actives have a fitted effect of over 55% in size
Target sequence (A8B2U2 whole entry, looked up): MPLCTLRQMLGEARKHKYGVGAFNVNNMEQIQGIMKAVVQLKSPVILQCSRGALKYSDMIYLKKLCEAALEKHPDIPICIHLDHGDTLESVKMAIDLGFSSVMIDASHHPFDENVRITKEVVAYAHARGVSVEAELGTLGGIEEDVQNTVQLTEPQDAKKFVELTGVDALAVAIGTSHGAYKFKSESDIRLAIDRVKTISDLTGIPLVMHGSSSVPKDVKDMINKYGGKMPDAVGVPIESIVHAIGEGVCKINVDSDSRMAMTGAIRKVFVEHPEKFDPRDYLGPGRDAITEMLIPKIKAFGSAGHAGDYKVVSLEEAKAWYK
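40 nM FBPA preincubated 10 min at RT with compound (up to 57.5 uM final), then substrate plus GAPDH/TPI/NAD/arsenate coupling and diaphorase/resazurin added. Fluorescence read after 20 min at RT, 525/598 nm.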
Active calls of the source: *; u = inconclusive; x = not tested or not shown; [ ] = dose if it differs, or a comment. Unless noted, calls follow the shape of the dose curve; as a rule, active = well fitted curve in the direction sought with a large enough effect; inconclusive = small, poorly fitted or top-dose-only effect, or another doubt; inactive = no such curve, though single readings can be large; an effect the other way counts as inactive or inconclusive. Unless noted, % is scaled to controls: 0 for no effect and ±100 for the full control effect.

Start of the listing, in advance, 4 compounds:
1. Cc1nn(CC(=O)NCc2ccc(Cl)cc2)c(=O)c2cc3sccc3n12
2. O=C(NCc1ccc(F)cc1)c1ccc2c(O)c(S(=O)(=O)c3ccccc3)c(=O)[nH]c2c1
3. O=C(CSc1nc2ccccc2n1Cc1ccc(Cl)cc1)N/N=C/c1ccccc1C(=O)O
4. Cc1cc(C)cc(NC(=O)N(C)Cc2ccccc2)c1
assay / entry	1	2	3	4
AMA1 RON2 block	x	x	-13%	0%
AmpC inh detg	-3%	17%	-1%	6%
Sm TGR block	1%	-3%	-1%	7%
HCMV antiviral	0	-1	-30	-10
HCV inh	x	x	13%	-7%
Giardia FBPA inh	x	x	16%	8%

The listing, repeating the preview:
1. Cc1nn(CC(=O)NCc2ccc(Cl)cc2)c(=O)c2cc3sccc3n12
2. O=C(NCc1ccc(F)cc1)c1ccc2c(O)c(S(=O)(=O)c3ccccc3)c(=O)[nH]c2c1
3. O=C(CSc1nc2ccccc2n1Cc1ccc(Cl)cc1)N/N=C/c1ccccc1C(=O)O
4. Cc1cc(C)cc(NC(=O)N(C)Cc2ccccc2)c1
5. O=S1(=O)c2ccccc2N(Cc2ccc(Cl)cc2)c2ccccc21
assay / entry	1	2	3	4	5
AMA1 RON2 block	x	x	-13%	0%	x
AmpC inh detg	-3%	17%	-1%	6%	21%
Sm TGR block	1%	-3%	-1%	7%	8%
HCMV antiviral	0	-1	-30	-10	7
HCV inh	x	x	13%	-7%	x
Giardia FBPA inh	x	x	16%	8%	x

6. COC(=O)c1cc(Br)c(=O)n(CCN2CCCCC2)c1
7. COC(=O)C1=C(C)N(C)C(=O)NC1c1cc(Cl)c(O)c(OC)c1 (centres undefined)
8. Cc1ccc(-c2nnc(SCC(=O)NCc3ccccc3)o2)cc1
9. CCOC(=O)CSc1nc2ccccc2c(=O)n1-c1cccc(C)c1
10. CCCCN1C(=N)N([C@@H](CN2CCC[C@H]2CN2C(N)=NC[C@@H]2Cc2ccccc2)C(C)C)C[C@H]1Cc1ccccc1
assay / entry	6	7	8	9	10
AMA1 RON2 block	-19%	-2%	x	x	7%
AmpC inh detg	2%	-19%	-9%	u	x
Sm TGR block	-36%	-2%	-9%	1%	x
HCMV antiviral	16	57	-1	0	-30
HCV inh	-2%	11%	x	x	14%
Giardia FBPA inh	2%	0%	x	x	x

11. COc1ccc(CNC(=O)C(C)N2Cc3ccccc3C2=O)cc1 (centres undefined)
12. Cc1cc(N/N=C\c2ccccc2)nc(-c2ccccc2O)n1
13. COc1ccc(C(=O)N/N=C\c2ccc(OC)c(COc3ccccc3Br)c2)c(OC)c1
14. Cc1nc2sc(C(c3ccc(F)cc3)N3CCOCC3)c(O)n2n1 (centres undefined)
15. Cc1cc(C(=O)Nc2ccc(Br)cc2F)n(-c2ccccc2)n1
assay / entry	11	12	13	14	15
AMA1 RON2 block	x	0%	45%[activator]	10%	8%
AmpC inh detg	5%	-7%	-17%	0%	1%
Sm TGR block	22%	2%	-12%	-19%	5%
HCMV antiviral	-6	-2	-18	-5	u
HCV inh	x	u	18µM*	0%	-5%
Giardia FBPA inh	x	1%	-2%	1%	-5%

16. Cc1ccc(C)c(C(=O)N(Cc2nc(-c3ccc(Cl)cc3)no2)C(C)C)c1
17. CC1c2cc3c(cc2CCN1C(=O)c1cccc(F)c1)OCCCO3 (centres undefined)
18. CC(=O)Nc1ccc(NC(=O)CSc2nnc(-c3cc4ccccc4o3)n2C)cc1
19. COc1ccc2[nH]c(C)c(C(=O)CN3CCOCC3)c2c1
20. Cc1cc(OC(=O)c2ccc(Cl)cc2Cl)nc(C)n1
assay / entry	16	17	18	19	20
AMA1 RON2 block	-5%	0%	12%	6%	-7%
AmpC inh detg	-16%	-2%	3%	-6%	-3%
Sm TGR block	8%	-3%	-16%	45µM*	56µM*
HCMV antiviral	-17	u	-4	-6	6
HCV inh	10µM*	u	2%	26%	5%
Giardia FBPA inh	0%	x	x	-9%	6%

21. O=S(=O)(c1ccc(Cl)cc1)N1CCN=C1SCc1cccc(Cl)c1
22. Cc1ccc(C2Nc3cc(C)c(C)cc3-n3c(-c4ccccc4)c4c(=O)n(C)c(=O)n(C)c4c32)o1 (centres undefined)
23. CC(Sc1nnnn1-c1ccccc1)C(=O)Nc1ccc(Cl)cn1 (centres undefined)
24. Cc1ccc(NCc2cccn2-c2nnc(N3CCC(C(=O)NCCc4ccccc4)CC3)s2)cc1
25. COCc1cc(N2CCN(c3ccccc3F)CC2)nc(-c2ccccc2)n1
assay / entry	21	22	23	24	25
AMA1 RON2 block	27%	x	-3%	x	0%
AmpC inh detg	-3%	-3%	-3%	10%	2%
Sm TGR block	-13%	-1%	20%	-4%	u
HCMV antiviral	-62*	-1	-5	-39	-17
HCV inh	u	x	u	x	u
Giardia FBPA inh	-7%	x	-7%	x	5%

26. Cc1ccc(NC(=O)Cn2cc(S(=O)(=O)c3ccc(C)cc3)c(=O)c3cc(F)ccc32)cc1
27. Oc1ccc(Cl)cc1CNc1ccccn1
28. CCC(Sc1nnc(-c2ccc(OC)c(OC)c2)c(-c2ccc(OC)c(OC)c2)n1)C(=O)NC1CCCC1 (centres undefined)
29. COc1ccc(C(=O)NNC(=S)NC(=O)c2ccc(Br)o2)cc1OC
30. C/C(=N/NC(=O)CNC(=O)Cc1ccccc1)c1ccc(Cl)cc1
assay / entry	26	27	28	29	30
AMA1 RON2 block	12%	-3%	x	78%[activator]	0%
AmpC inh detg	-13%	-14%	10%	-3%	4%
Sm TGR block	-13%	2%	-4%	x	19%
HCMV antiviral	-32	59	28	-28	54
HCV inh	-29%	8%	x	u	-2%
Giardia FBPA inh	2%	7%	x	26%	0%

31. O=C(NN=c1c(=O)c2ccccc2c1=O)c1ccccc1
32. CSc1ccccc1C(=O)NC1CCCCCC1
33. COc1cc(NC(=S)N2CCN(c3ccccn3)CC2)cc(OC)c1
34. O=C(CNC(=O)Cc1ccccc1)N=Nc1c(O)[nH]c2ccccc12
35. O=C(Nc1ccc(Cl)c(Cl)c1)C1=Cc2ccccc2OC1
assay / entry	31	32	33	34	35
AMA1 RON2 block	-4%	-1%	-7%[11.6 µM]	-6%	20%
AmpC inh detg	-3%	-14%	-2%	-1%	-10%
Sm TGR block	-8%	19%	-15%	3%	-26%
HCMV antiviral	-36	-1	u	-16	35
HCV inh	-35%	2%	-5%	-17%	u
Giardia FBPA inh	u	3%	-6%	-15%	-18%

Given as labelled records: entries from further up
(34) O=C(CNC(=O)Cc1ccccc1)N=Nc1c(O)[nH]c2ccccc12
  AMA1 RON2 block: -6%
  AmpC inh detg: -1%
  Sm TGR block: 3%
  HCMV antiviral: -16
  HCV inh: -17%
  Giardia FBPA inh: -15%
(32) CSc1ccccc1C(=O)NC1CCCCCC1
  AMA1 RON2 block: -1%
  AmpC inh detg: -14%
  Sm TGR block: 19%
  HCMV antiviral: -1
  HCV inh: 2%
  Giardia FBPA inh: 3%

Next part
36. COc1ccc2oc(C(=O)Nc3ccccn3)c(C)c2c1
37. CN1[C@@H]2CC[C@H]1CC(OC(=O)c1c[nH]c3ccccc13)C2 (some centres undefined)
38. Cc1c(/C=N/NC(=O)c2cc(Br)ccc2O)c(=O)n(C)c(=O)n1C
39. CCCSc1nc(-n2ncc(C#N)c2N)c2c3c(sc2n1)CCC(C)C3 (centres undefined)
40. Cc1cc(C(=O)N/N=C2\CC(=O)CC(C)(C)C2)c(C)n1-c1ccccc1
assay / entry	36	37	38	39	40
AMA1 RON2 block	-7%	2%	26%	-6%	48%[activator]
AmpC inh detg	-4%	x	1%	-9%	4%
Sm TGR block	-22%	x	u	2%	-8%
HCMV antiviral	141	-26	-6	-7	u
HCV inh	-1%	-21%	-8%	14µM*	-19%
Giardia FBPA inh	-2%	-3%	16%	-5%	-24%

41. OC(COc1ccccc1)CN1CCN(c2ncccn2)CC1 (centres undefined)
42. CC(C)(C)C(=O)Oc1ccc2cc(-c3ccc4ccccc4n3)c(=O)oc2c1
43. COCCCC1CCN(C(=O)c2cc(COc3cc(C)ccc3C)on2)CC1
44. Cc1onc(-c2c(Cl)cccc2Cl)c1C(=O)c1c[nH]c(C(=O)NCCCN2CCOCC2)c1
45. COc1ccc(NC(=O)Cn2c(=O)n(CCC(=O)NCc3ccccc3OC)c(=O)c3ccccc32)cc1Cl
assay / entry	41	42	43	44	45
AMA1 RON2 block	8%	0%	-2%	-10%	x
AmpC inh detg	-4%	-14%	-1%	-2%	27%
Sm TGR block	-2%	-15%	-22%	1%	2%
HCMV antiviral	39	-3	32	-20	7
HCV inh	-8%	7%	-6%	1%	x
Giardia FBPA inh	6%	3%	x	8%	x

Single entries from the results shown.
Reading for entry 45 under Sm TGR block: 2%
Reading for entry 43 under HCMV antiviral: 32
Reading for entry 44 under Sm TGR block: 1%

More structures.
46. O=C(O)c1ccc(Cl)c(S(=O)(=O)NCC2CCCO2)c1 (centres undefined)
47. COc1ccc(-c2nnc(NC(=O)CSc3ccccc3)s2)cc1OC
48. COc1ccc(N(C)S(=O)(=O)c2ccc3c(c2)oc(=O)n3C)cc1
49. O=C(c1cccs1)c1cn(CCOc2ccccc2F)c2ccccc12
50. CCn1c(CCc2ccccc2)nc2ccccc21
assay / entry	46	47	48	49	50
AMA1 RON2 block	-23%	-6%[11.6 µM]	-11%	x	-6%
AmpC inh detg	u	-6%	5%	-8%	-15%
Sm TGR block	-12%	-4%	5%	-1%	-18%
HCMV antiviral	9	27	-6	40	22
HCV inh	17%	24%	1%	x	-17%
Giardia FBPA inh	18%	3%	10%	x	14µM*

51. Cc1ccc(C)c(NC(=O)CSc2nc(C)cc(C)c2C#N)c1
52. CCN(C[C@H]1N[C@@](Cc2ccccc2)(C(=O)OC)[C@H]2C(=O)N(C)C(=O)[C@@H]12)C(=O)Nc1ccc(F)cc1
53. COc1ccccc1CNC(=O)C1CCN(Cc2cc3ccccc3n2Cc2cccc(C)c2)CC1
54. Cc1cccc(OCCc2c(C)[nH]c(=S)[nH]c2=O)c1
55. COc1ccccc1NC(=O)CSCC(N)=O
assay / entry	51	52	53	54	55
AMA1 RON2 block	4%	-6%	x	68%[activator]	0%
AmpC inh detg	-3%	x	-7%	2%	1%
Sm TGR block	3%	x	7%	4%	9%
HCMV antiviral	-34	-8	9	u	20
HCV inh	-5%	-9%	x	-1%	10%
Giardia FBPA inh	4%	x	x	1%	2%

56. COC(=O)c1c(NC(=O)c2ccc(S(=O)(=O)N(C)C3CCCCC3)cc2)sc2c1CCN(C)C2
57. COc1cc2oc(=O)ccc2cc1[C@H](O)[C@@H](O)C(C)(C)O
58. CCN(CC)C(=O)CSc1nnc(CNc2ccc(F)cc2)n1Cc1ccco1
59. Cc1cc(C(=O)COc2ccc(Br)cc2F)c(C)n1C1CC1
60. COc1ccc(OCCCC(=O)ON=C(N)c2ccccc2Cl)cc1
assay / entry	56	57	58	59	60
AMA1 RON2 block	x	4%	-18%	8%	17%
AmpC inh detg	8%	-2%	u	-13%	-8%
Sm TGR block	11%	-2%	u	-25%	-22%
HCMV antiviral	u	6	68	u	-8
HCV inh	x	8%	5%	22µM*	8%
Giardia FBPA inh	x	x	-7%	x	x
